From PubChem BioAssay
TbREL1 primary: TbREL1 inhibition, primary screen. P86926. inhibition, % at 9.66 µM. AID 1117264. TbREL1 RNA ligation, FRET fluorescence. 0.49% of 89,000 active;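 active means inhibition above the mean inhibition across all screened compounds plus 3 SD, cut at about 11% in these data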;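 further: 0% = plate median of test wells and 100% = NSC42067 control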
Target sequence (P86926 whole entry, looked up): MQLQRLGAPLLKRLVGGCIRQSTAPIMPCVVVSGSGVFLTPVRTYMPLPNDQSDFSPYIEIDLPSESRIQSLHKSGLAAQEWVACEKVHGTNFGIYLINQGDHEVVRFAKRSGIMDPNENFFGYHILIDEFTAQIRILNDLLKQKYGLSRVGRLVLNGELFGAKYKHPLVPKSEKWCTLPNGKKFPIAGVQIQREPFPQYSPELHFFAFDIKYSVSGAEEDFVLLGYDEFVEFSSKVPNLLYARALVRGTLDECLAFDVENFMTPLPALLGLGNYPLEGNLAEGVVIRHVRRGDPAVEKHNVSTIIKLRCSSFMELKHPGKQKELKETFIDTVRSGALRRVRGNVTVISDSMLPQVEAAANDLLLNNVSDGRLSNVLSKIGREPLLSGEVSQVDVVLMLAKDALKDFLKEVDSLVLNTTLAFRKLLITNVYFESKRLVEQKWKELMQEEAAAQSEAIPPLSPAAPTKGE
Numbers without * were called inactive. The list is partial (hit frequency here may not be typical).

TbREL1 primary	Compound
3	CCC(=C(c1ccc(OC)cc1)c1ccc(OC)cc1)c1cn(CC(O)CN2CCN(C)CC2)c2ccccc12 (stereo not drawn)
0	COc1ccc(OCCNC(=O)c2ccccc2OCC(=O)Nc2ccc(NC(C)=O)cc2)cc1
2	CCCCc1ccc(N=N/C(C(=O)Nc2ccc(NC(C)=O)cc2OC)=C(/C)O)cc1
-3	COc1ccc(-n2c(Cc3cccn3C)nnc2SCC(=O)N2CCC(C)CC2)cc1
1	COc1ccc(CCN(C)S(=O)(=O)c2cn(C)c(=O)n(C)c2=O)cc1OC
2	O=C(CSc1ccc2nnc(CCNC(=O)c3ccc(F)cc3)n2n1)NCC1CCCO1 (stereo not drawn)
3	CCOc1ccc(N(C(=O)c2snc(C(N)=O)c2N)C(C(=O)NCC2CCCO2)c2ccco2)cc1 (stereo not drawn)
5	CCOC(=O)c1ccc(NC2c3ncccc3C(=O)N2Cc2ccc(F)cc2)cc1 (stereo not drawn)
-3	COc1ccc(CNC(=O)C2CCC(=O)N(CC3CCCCC3)C2)cc1 (stereo not drawn)
1	CC(c1ccccc1)n1cc(C(=O)NCCN2CCOCC2)nn1 (stereo not drawn)
4	CC(=O)Nc1ccccc1S(=O)(=O)CC1CC1(Cl)Cl (stereo not drawn)
3	CCCCNCc1cc(Br)c(OCC(=O)NCc2ccccc2)c(OC)c1
-3	CCCC1CCC2(CC1)CCC2OC(=S)Nc1ccccc1C(F)(F)F (stereo not drawn)
3	C=CCN1C(=O)C(Cc2ccc(OC)cc2)SC1=Nc1ccc(C(=O)O)cc1 (stereo not drawn)
0	CCOC(=O)N1CCC(NC(=O)C2CCN(S(=O)(=O)c3c(C)noc3C)CC2)CC1
-2	Cc1cc(C)c2c(=O)[nH]c(SCC(=O)c3ccc(C(C)C)cc3)nc2n1
0	O=c1oc2ccccc2n1CCc1ccccc1
-1	O=C(NC1CCc2ccccc21)c1cc(-c2ccc(Cl)cc2)nc2ccccc12 (stereo not drawn)
0	Cc1ccc(S(=O)(=O)N2CCOCC2)c(C)c1-n1cnnn1
0	COc1cc(-c2nnc(SCC(=O)NN=Cc3c[nH]c4ccccc34)n2-c2ccccc2)cc(OC)c1OC
-12	COc1ccc(NC(C)C(=O)N2CCN(Cc3ccccc3)CC2)cc1 (stereo not drawn)
5	CN(C)S(=O)(=O)c1ccc2nnn(OCC(=O)NC3CCS(=O)(=O)C3)c2c1 (stereo not drawn)
-2	CC(C)Oc1cccc(C(=O)C2CCCN(Cc3cnc(N4CCCC4)s3)C2)c1 (stereo not drawn)
1	CCN(CC)c1ccc(C(=O)NNC(=O)c2ccc3c(=O)n4c(nc3c2)CCC4)cc1
-3	CCc1ccc(N2CC34C=CC(O3)C(C(=O)OC(C)C)C4C2=O)cc1 (stereo not drawn)
4	CN(CC(=O)Nc1ccc(OC(F)F)cc1)S(=O)(=O)/C=C/c1ccccc1
2	Cc1ccc(S(=O)(=O)Nc2cc3c4c(c2)CCC(=O)N4CCC3)cc1
-5	COc1ccc(-c2csc(NC(=O)CSc3nnc(Nc4ccccc4C)s3)n2)cc1
2	Cc1cc(NC(=O)Cn2c(C)nc3ccccc3c2=O)ccc1Br
3	O=C(CCCOc1cccc(Br)c1)NC1CCC(O)CC1 (stereo not drawn)
-1	O=C(CCNS(=O)(=O)c1ccccc1C(F)(F)F)N1CCN(S(=O)(=O)c2cccc(Cl)c2)CC1
1	CCOc1ccccc1N(CC(=O)Nc1ccccc1C(=O)OC)S(C)(=O)=O
0	CC(=O)N=C(N)Sc1nc2ccccc2[nH]1
1	Cc1cccn2c(=O)c3cc(C(=O)NC4CCCC4)c(=N)n(CC4CCCO4)c3nc12 (stereo not drawn)
0	CC(C)CC(=O)c1c[nH]c(C(=O)NCCCn2ccnc2)c1
1	Cc1ccc(NC(=O)CSCC(=O)N(C)CC(=O)Nc2cccc3ccccc23)cc1
0	c1ccc(-c2nnc3ccc(N4CCC5(CC4)OCCO5)nn23)cc1
1	Cn1c(CN2CCCCC2)nc2cc(NC(=O)c3ccc(F)cc3)ccc21
4	CC(=O)Oc1c(-c2ccco2)oc2ccccc2c1=O
2	CN(Cc1ccccc1)S(=O)(=O)c1ccc(Cl)c(C(=O)NCc2ccc3c(c2)OCO3)c1

14 compounds from above, arranged by count of non-hydrogen atoms, ascending:
TbREL1 primary	Compound
0	CC(=O)N=C(N)Sc1nc2ccccc2[nH]1
4	CC(=O)Oc1c(-c2ccco2)oc2ccccc2c1=O
3	O=C(CCCOc1cccc(Br)c1)NC1CCC(O)CC1 (stereo not drawn)
0	CC(C)CC(=O)c1c[nH]c(C(=O)NCCCn2ccnc2)c1
2	Cc1cc(NC(=O)Cn2c(C)nc3ccccc3c2=O)ccc1Br
2	Cc1ccc(S(=O)(=O)Nc2cc3c4c(c2)CCC(=O)N4CCC3)cc1
-12	COc1ccc(NC(C)C(=O)N2CCN(Cc3ccccc3)CC2)cc1 (stereo not drawn)
4	CN(CC(=O)Nc1ccc(OC(F)F)cc1)S(=O)(=O)/C=C/c1ccccc1
1	CCOc1ccccc1N(CC(=O)Nc1ccccc1C(=O)OC)S(C)(=O)=O
-2	CC(C)Oc1cccc(C(=O)C2CCCN(Cc3cnc(N4CCCC4)s3)C2)c1 (stereo not drawn)
1	Cc1cccn2c(=O)c3cc(C(=O)NC4CCCC4)c(=N)n(CC4CCCO4)c3nc12 (stereo not drawn)
2	CN(Cc1ccccc1)S(=O)(=O)c1ccc(Cl)c(C(=O)NCc2ccc3c(c2)OCO3)c1
-1	O=C(CCNS(=O)(=O)c1ccccc1C(F)(F)F)N1CCN(S(=O)(=O)c2cccc(Cl)c2)CC1
0	COc1cc(-c2nnc(SCC(=O)NN=Cc3c[nH]c4ccccc34)n2-c2ccccc2)cc(OC)c1OC

Carrying on.
TbREL1 primary	Compound
1	CN(C)C=Nc1ncc2c([nH]c3ccccc32)c1C#N
-1	Cc1[nH]c(C)c(S(=O)(=O)NCc2ccco2)c1C(=O)N1CCCCC1
-4	O=C(NC(=O)c1c(Cl)cccc1Cl)Nc1ccc(Oc2cccnc2)nc1
6	O=C(NCc1ccc(F)cc1)c1ccc(CS(=O)(=O)Cc2ccc(F)cc2)o1
1	Cc1cc(Cl)ccc1OCCCC(=O)OCC(=O)c1c(N)n(C)c(=O)n(C)c1=O
0	CCOc1ccc(-c2nc(-c3cccnc3)no2)cc1
-2	Cc1cccc(N(C(=O)CCC(=O)Nc2ccccn2)C(C(=O)NC(C)C)c2ccc(F)cc2)c1 (stereo not drawn)
0	Cc1ccc([C@@H]2[C@@H]3C(=O)N(C)C(=O)[C@@H]3[C@]3(Cc4ccccc4)C(=O)N(Cc4ccccn4)CC(=O)N23)o1
-2	CC(C)(C)n1nc2c(c1NC(=O)c1ccccc1S(=O)(=O)C(F)F)CS(=O)(=O)C2
-1	Cc1ccc(C(=O)OC(C)C(=O)NC2CCCCC2C)s1 (stereo not drawn)
-2	CCCNC(=O)C1(C)CCN(Cc2ccc(-n3ccnc3)cc2)C1 (stereo not drawn)
9	CN(C)CCCNC(=O)c1ccc(=O)[nH]n1
3	CC1CCc2c(sc3ncnc(NCCN4CCOCC4)c23)C1 (stereo not drawn)
0	C=CCCC(=O)N1CCC(C(=O)NC2CCCc3ccccc32)CC1 (stereo not drawn)
4	O=c1[nH]c2cc([N+](=O)[O-])c(NCCO)c([N+](=O)[O-])c2[nH]1
-1	COC(C[C@H]1O[C@H]1[C@@H](O)[C@@H](C)OCc1ccccc1)OC
1	Cc1sc(NC(=O)CSC2=NCCS2)nc1-c1ccccc1
-6	Cc1ccsc1C(=O)OCC(=O)c1cc(C)n(C)c1C
5	C=CCOC(=O)C1=C(C)Nc2ncnn2C1c1cc(Br)ccc1F (stereo not drawn)
4	CCN(C(=O)CSc1nc2ccc(C)cc2[nH]1)C1CCS(=O)(=O)C1 (stereo not drawn)
1	Cc1nc(N2CCN(c3ccccc3)CC2)nc2c1C(=O)CC(C)C2 (stereo not drawn)
2	CC1=C(C(=O)Nc2cccnc2)C(c2ccc(C(C)C)cc2)n2ncnc2N1 (stereo not drawn)
4	C#CCn1c(C)cc(C)c(S(=O)(=O)c2ccccc2)c1=O
-5	COc1ccc2nc(NC(=S)N(C)C)sc2c1
4	COc1ccc(C2=NS(=O)(=O)N(C)C(C(=O)NCc3ccccn3)=C2)cc1
2	Oc1ccc2sc(-c3ccccc3O)c(-c3ccc(OCCN4CCCCC4)cc3)c2c1
-2	CC(=O)Nc1oc(-c2cccc3ccccc23)nc1C#N
1	CCCCC(=O)Nc1ccc(C(=O)NCC(=O)OC)cc1
-2	CCOC(=O)c1c(C)[nH]c(C(=O)COC(=O)CCC(=O)c2ccc3c(c2)OCCO3)c1C
8	COc1ccc([C@H]2CC(=O)C=C(/C=C/c3ccc(Cl)cc3)C2)cc1
2	CCOC(=O)C1CCCCN1C(=O)c1ccc2nc(Cc3ccc(OC)cc3)oc2c1 (stereo not drawn)
0	CCCCCCSc1ccc([C@H]2N[C@@](CC(C)C)(C(=O)OC)[C@H]3C(=O)N(CC)C(=O)[C@@H]23)cc1
1	O=C(c1cc(-c2ccc(Cl)c(Cl)c2)on1)N1CCCCCC1
-5	Nc1ccc(OCc2ccccc2)cc1
-4	COCCN(C(=O)COC(=O)CCCOc1ccc(OC)cc1)c1c(N)n(Cc2ccccc2)c(=O)[nH]c1=O
-4	CCOC(=O)C1CCN(CCC(=O)Nc2cccc(Cl)c2)CC1
0	C[C@H]1[C@H](N(C)C)CC[C@@]23CCCN2C(=O)CCC[C@@H]13
2	N#CCSc1nc2sccc2c(=O)n1-c1ccccc1
-1	CCC(c1nnnn1C(C)(C)C)N1CCN(C/C=C/c2ccccc2)CC1 (stereo not drawn)
-1	COc1ccccc1C(=O)COC(=O)C1CCN(S(=O)(=O)c2ccccc2)CC1
-5	COc1cc(/C=C/C(=O)OCC(=O)N2CCC(C)CC2)ccc1O
-1	COC(=O)C1=C(NC(=O)c2ccc(Br)cc2)CCS1
0	CN(CCCNC(=O)c1ccc(/C=N/O)nc1)CCCN(C)Cc1ccccc1
-1	Cc1ccc(C(=O)NCCNC(=O)CN2CCOCC2)cc1
2	Cc1ccc(-n2nc3ccc(NC(=O)/C=C/c4ccco4)cc3n2)cc1C
1	COC(=O)CN1C(=O)CSc2ccc(S(=O)(=O)N3CCC(C)CC3)cc21
-2	O=C(COC(=O)C1CC2C=CC1C2)Nc1cccc(S(=O)(=O)N2CCOCC2)c1 (stereo not drawn)
6	Cn1c(SCC(=O)NC2CCCCC2)nnc1-c1cc2cc(Cl)ccc2o1
-2	Oc1c(N=NC(=S)Nc2ccccc2F)c2ccccc2n1Cc1ccccc1F
3	O=C(c1ccc(Cl)c(Cl)c1)N1CCC(=O)N(C(CO)Cc2ccccc2)CC1 (stereo not drawn)

(cont.)
TbREL1 primary	Compound
8	O=C(Nc1ccc(C2SCCS2)cc1)c1ccccc1
-1	Cc1c(-c2ccccc2)nc2ccccc2c1C(=O)Oc1ccc([N+](=O)[O-])cc1
-1	Cc1cc(C)c2c(n1)nn1c(C3CC3)cc(C(F)(F)F)nc21
-3	CC(=O)Nc1ccc(S(=O)(=O)NCC2CCC(C(=O)NC3CCCCCC3)CC2)cc1 (stereo not drawn)
-1	CCCCCCC(=O)NNC(=O)c1c(O)c2ccccc2n(CC)c1=O
2	COc1ccc(CN2C(=O)CCC2(C)c2nc3ccccc3[nH]2)cc1 (stereo not drawn)
1	Cc1c(Cl)c([N+](=O)[O-])nn1CCCC(=O)Nc1c(C)n(C)n(-c2ccccc2)c1=O
2	O=C(NC1CCN(Cc2ccccc2)CC1)c1cncc(Br)c1
10	C#CCOCCOCCOCCNc1nc(N2CCN(C(=O)Cn3cc(CCCCN)nn3)CC2)nc(N2CCN(C(=O)[C@H](CCCCN)n3cc(CCCC)nn3)CC2)n1
1	C/C(=N\Nc1nccnc1Cl)c1ccc(O)c(C)c1
-2	CCCCNS(=O)(=O)c1ccc2nc(SCC(=O)N3CC(C)OC(C)C3)[nH]c2c1 (stereo not drawn)
5	CCN(C(=O)Cn1c(=O)oc2cc(S(=O)(=O)N3CCOCC3)ccc21)c1ccccc1
1	CC(C)C(=O)N1CCC2(CC1)Oc1ccc(Cl)cc1C(=O)C21CC(c2ccc(Cl)cc2)=NO1 (stereo not drawn)
1	Cc1cccc(-n2c(Cc3cc(=O)[nH]c(=O)[nH]3)nnc2SCC(=O)N2CCCCC2)c1
5	Cc1nn(CC(=O)Nc2ccc3c(c2)CCC3)c(C)c1[N+](=O)[O-]
-1	COc1cccc([C@@H]2CC=C(C(=O)O)CN2S(=O)(=O)c2ccc(C)cc2)c1
3	CCCc1[nH]nc2c1C1(CCOC1C)C(C#N)=C(N)O2 (stereo not drawn)
3	O=C(Nc1ccccc1-c1nc2ccccc2[nH]1)c1ccc(S(=O)(=O)N2CCCCC2)cc1
-3	CCOC(=O)C1=C(C)C2C3C(=O)N(c4ccc(C)cc4C)C(=O)C3C1(C)C1C(=O)N(c3ccc(C)cc3C)C(=O)C21 (stereo not drawn)
1	CCOc1ccc(C2=Nn3c(nnc3-c3ccccc3)SC2)cc1Cl

The last 2 compounds of the part before come first, to join the parts.
TbREL1 primary	Compound
-3	CCOC(=O)C1=C(C)C2C3C(=O)N(c4ccc(C)cc4C)C(=O)C3C1(C)C1C(=O)N(c3ccc(C)cc3C)C(=O)C21 (stereo not drawn)
1	CCOc1ccc(C2=Nn3c(nnc3-c3ccccc3)SC2)cc1Cl
4	Cc1cc(=O)n(C(C)Cc2ccccc2)n1C(C)Cc1ccccc1 (stereo not drawn)
0	CC(=O)c1ccc(S(=O)c2ccccc2)cc1 (stereo not drawn)
2	COc1ccc(-c2csc(NC(=O)CSc3n[nH]c(C)n3)n2)cc1
7	Cc1sc(N)c(C(=O)c2ccccc2)c1C
-6	COc1ccc(N2CCCN(CC(=O)Nc3ccc(Cl)cc3)CC2)cc1
-3	C[C@@H](C(=O)N[C@@H](Cc1c[nH]c2ccccc12)C(=O)O)n1nnc2ccccc2c1=O
